TLR9-MyD88 block: blocks human TLR9 binding to MyD88 | Q9NR96+Q99836 | CHO BLA complementation TLR9-MyD88, CCF4 FRET ratio | inhibition, % at 4.98 µM | 340,000 compounds, 0.21% hits | AID 504734;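 active = inhibition above the mean over all tested compounds plus 3 SD, cut at about 21% in these data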;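 note: 0% = DMSO only wells and 100% = clavulanate BLA inhibitor control wells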
NOD2 RIPK2 PPI: blocks binding of human NOD2 to RIPK2 | O43353 | CHO BLA complementation NOD2-RIPK2, CCF4 ratio | 360,000 compounds, 0.38% hits | inhibition, % at 4.98 µM; in the data active = inhibition above about 21%;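 note: 0% = vehicle only and 100% = reference blocker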
ABHD5-PLIN5 inh: blocks binding of human ABHD5 to perilipin-5. Split G. princeps luciferase complementation, luminescence, 4 h. 360,000 compounds, 0.78% hits. AID 602281. inhibition, % at 4 µM;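 active = inhibition above the mean inhibition across every tested compound plus 3 SD, cut at about 22% in these data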;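 note: 0% = DMSO only wells and the 100% control is not disclosed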
aDG glyco up: increases alpha dystroglycan glycosylation. AID 624168. activation, % at 10 µM. 360,000 compounds, 0.22% hits. Pro5-aDG cells, alpha-DG glycosylation AlphaScreen (IIH6); 0% Pro5, 100% B10-LARGE cell signal;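 active = activation of at least 8% versus controls, or a plate z-score of at least 8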;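 note: Pro5 are CHO cells carrying HIG-tagged alpha-DG that lacks glycosylation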
Granule exo inh: blocks lytic granule exocytosis. 360,000 compounds, 0.66% hits. TALL-104 LAMP-1 surface exposure, flow cytometry; cells stimulated with thapsigargin and PMA. inhibition, % at 10 µM;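 active = inhibition above about 55%, limit read from the data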
Vif imaging: HIV Vif inhibition | AID 602346 | 340,000 compounds, 0.35% hits | inhibition, % at 7.49 µM | HEK293T cells, Vif self-association by quenched fluorescence, imaging, 24 h; in the data active = inhibition above about 50%, passing the limit was not always enough; note: some results filed as inactive read as strong as hits
MC4R ag barr: activates human MC4R beta-arrestin recruitment. 360,000 compounds, 0.98% hits. AID 540308. activation, % at 8.9 µM. U2OS MC4R beta-arrestin complementation, luminescence; percent of melanotan II response, DMSO zero;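 active = activation above a per-plate cutoff, the mean activation of sample wells on that plate plus 3 SD, cut at about 8% in these data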
ABCB6 inh MLPCN: human ABCB6 transporter inhibition; Q9NP58; K562-ABCB6 porphyrin accumulation, flow cytometry, 1 h; hits give low values; fluorescence ratio to DMSO, % at 10 µM; 360,000 compounds, 0.19% hits; AID 602162;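 active = fluorescence ratio to DMSO below 75%, the collection mean minus 3 SD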;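 note: signal is porphyrin accumulated inside mitochondria; 100% equals median channel fluorescence of DMSO control wells; lower ratio means ABCB6 inhibition with less porphyrin fluorescence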
Target sequence (Q9NP58 whole entry, looked up): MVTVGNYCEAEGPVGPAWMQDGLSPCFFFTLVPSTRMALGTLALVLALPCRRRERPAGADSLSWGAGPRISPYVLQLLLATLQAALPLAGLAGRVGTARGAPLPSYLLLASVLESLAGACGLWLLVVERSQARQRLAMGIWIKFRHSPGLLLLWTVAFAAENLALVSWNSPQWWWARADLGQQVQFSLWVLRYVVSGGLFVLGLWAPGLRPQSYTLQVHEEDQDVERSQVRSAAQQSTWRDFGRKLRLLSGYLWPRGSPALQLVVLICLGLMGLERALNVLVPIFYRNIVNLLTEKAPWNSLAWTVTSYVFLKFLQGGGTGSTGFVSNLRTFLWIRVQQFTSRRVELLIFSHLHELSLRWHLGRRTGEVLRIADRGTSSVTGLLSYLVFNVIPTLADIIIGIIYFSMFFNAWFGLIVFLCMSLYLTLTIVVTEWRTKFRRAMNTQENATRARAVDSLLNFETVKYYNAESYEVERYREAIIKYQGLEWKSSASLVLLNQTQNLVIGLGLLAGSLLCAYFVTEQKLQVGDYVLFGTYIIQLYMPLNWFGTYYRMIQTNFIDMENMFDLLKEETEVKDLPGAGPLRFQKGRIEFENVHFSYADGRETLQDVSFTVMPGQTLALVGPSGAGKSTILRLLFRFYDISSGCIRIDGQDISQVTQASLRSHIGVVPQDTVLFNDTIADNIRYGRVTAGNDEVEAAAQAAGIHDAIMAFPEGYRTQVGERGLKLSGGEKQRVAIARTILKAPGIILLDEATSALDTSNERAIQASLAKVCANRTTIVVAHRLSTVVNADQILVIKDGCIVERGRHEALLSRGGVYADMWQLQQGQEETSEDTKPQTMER
MC4R antag cAMP: antagonists of human melanocortin 4 receptor (MC4R) | P32245 | 360,000 compounds, 0.48% hits | AID 540295 | MC4R-expressing cells, MTII-stimulated cAMP, LANCE TR-FRET | inhibition, % at 6.5 µM;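 active = inhibition above its plate's cutoff, the mean of tested wells on that plate plus 3 SD, cut at about 29% in these data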;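 note: 0% = Melanotan II alone and 100% = Melanotan II plus saturating MCL0020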
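Material: human MC4R-expressing U2OS cells. Probe or stimulus: Melanotan II challenge. Dosing: 6.5 µM single dose. Times: 30-min compound, 1-h challenge, 1-h detection, room temperature. Technique: TR-FRET with Eu-cAMP and labeled anti-cAMP, 671 nm. Replication: singlicate.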
N-glyco inh: blocks N-linked glycosylation in D54 reporter cells | D54 ERlucT glycosylation luciferase reporter, 24 h; percent of 100 nM tunicamycin response | reporter increase, % at 12.5 µM | 360,000 compounds, 0.23% hits;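 active = mean luciferase reporter signal, scaled so untreated is 0 and the glycosylation-blocking control 100, at or above a set limit in every replicate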;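 note: luciferase carries N-glycosylation sites so blocking glycosylation raises the light; 0% = median of neutral control wells and 100% = median of 100 nM tunicamycin wells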
The depositor's hits bear a star; / = no result given. These rows are one share of the data (hit frequency here may not be typical).

SMILES	TLR9-MyD88 block	NOD2 RIPK2 PPI	ABHD5-PLIN5 inh	aDG glyco up	Granule exo inh	Vif imaging	MC4R ag barr	ABCB6 inh MLPCN	MC4R antag cAMP	N-glyco inh
c1ccc(SSc2ccccc2)cc1	0	-6	-1	-0.1	14	-6	0.5	104	-14	4
CCCCCCC(=O)N/N=C/c1ccc(Br)cc1	10	1	-6	-0.2	-3	3	-0.6	94	-3	0
C[C@H](CO)N1C[C@H](C)[C@@H](CN(C)S(=O)(=O)c2cccs2)Oc2c(NC(=O)CCC(F)(F)F)cccc2C1=O	5	-12	13	-0.3	0	10	-1.5	109	7	-1
O=C(Nc1cc2c(cc1Br)OCCCO2)c1cccnc1	8	5	5	0.5	-10	-7	-0.2	98	10	3
COC(=O)c1ccccc1NC(=O)CSc1nnnn1CC(=O)O	-3	-3	4	0.0	-11	20	-1.1	98	-2	1
O=C(COc1ccccc1)c1cn(CC(=O)N2CCOCC2)c2ccccc12	-1	1	-2	0.0	0	-6	-2.4	156	15	0
Cc1ccc(-c2nnc(SCC(=O)CC(=O)Nc3ccccc3)n2C)cc1	-3	7	-8	0.0	-2	-3	-0.8	87	0	0
O=C(CCn1nc(-c2ccccc2)c2ccccc2c1=O)N1CCN(c2ccccc2)CC1	0	5	3	-0.1	12	3	2.1	98	7	-1
CC1CN(C(=O)c2ccccc2C(=O)c2ncc[nH]2)CC(C)O1 (stereo unspecified)	-9	-1	2	-0.1	3	8	-3.3	102	1	4
COc1cccc(CN2CCN(C3CCN(c4ccccc4F)CC3)CC2CCO)c1 (stereo unspecified)	2	-7	11	-0.4	6	-24	-1.1	100	4	4
COc1ccccc1-c1ccc2nnc(SCC(=O)N3CCCC3)n2n1	9	5	6	-0.3	-5	-3	-0.7	99	3	0
O=C1NCCN1C(=O)c1ccco1	7	2	1	-0.2	-1	0	0.5	100	17	-1
COc1cc(C2N(c3ccccc3)CCN2c2ccccc2)ccc1OC(C)=O	-1	5	-4	-0.2	-6	-1	-1.9	97	9	3
CN1C(=O)/C(=C/c2ccc(O)c([N+](=O)[O-])c2)N(C)C1=S	-4	8	-4	-0.2	-2	2	-5.4	100	-7	3
CC1(C(=O)NCc2ccccc2)CN(S(C)(=O)=O)CC(=O)N1Cc1cccs1 (stereo unspecified)	/	-14	6	-0.1	-3	/	/	/	/	/
CCc1cc(C(c2ccccn2)N2CCN(C)CC2)c(NC(=O)c2ccccc2)s1 (stereo unspecified)	-6	-6	4	-0.3	-3	0	0.8	99	5	-4
C=CCNC(=O)CN(CCc1ccccc1)S(=O)(=O)c1ccccc1	-5	-11	1	0.0	6	11	-2.1	99	-5	1
Cc1nc(CNS(=O)(=O)c2ccc(Oc3ccccc3)cc2)cs1	-12	-8	1	1.9	-3	-9	-0.5	94	0	-4
Cc1ccc2nc(-c3ccccn3)cc(C(=O)NCCc3ccc(F)cc3)c2c1	-10	-3	-2	0.5	5	1	-0.5	96	11	2
COc1ccccc1N1CCN(C(=O)c2coc(=O)c(Br)c2)CC1	0	0	-1	-0.1	-2	8	-1.0	95	13	3
COc1ccc(NC(=S)N2CCC(NC(=O)c3cccc(F)c3)CC2)cc1	-4	-3	8	0.0	6	17	-2.1	97	4	-1
CC(C)(C)c1ccc(/C=N/N2CCN(c3ccccn3)CC2)cc1	/	-12	-12	0.0	17	-6	-1.4	95	7	1
Cc1cc(N2CCN(Cc3cn(C)nc3-c3cccc(Cl)c3)CC2)cc(C)n1	-11	-3	2	0.1	9	-3	-3.7	81	2	-2
O=S(=O)(c1ccc(Cl)cc1)N1CCC(O)(c2cccnc2)CC1	-2	1	3	-0.1	0	8	-0.7	100	-1	1
CCSc1nnc(NC(=O)Cc2ccc(OC)c(OC)c2)s1	-13	0	5	-0.1	0	21	-2.4	102	2	3
CCCc1nnc(SCC(=O)NC2CC2)n1CC	-2	-2	5	0.2	-14	-2	0.7	100	7	-1
Cc1ccccc1CSCCNC(=O)c1ccc(N(C)S(=O)(=O)c2ccccc2)cc1	-1	0	10	-0.1	6	-2	2.1	94	10	-1
CCOc1ccc(NC(=O)CN2C(=O)COc3ccc(S(=O)(=O)N4CCCC4)cc32)cc1	-4	-9	-5	0.3	0	-1	-0.9	99	3	-1
Cc1ccc(S(=O)(=O)Cc2ccc(C(=O)NCCc3ccccc3)o2)cc1	-8	2	-3	-0.2	9	4	-0.8	90	5	-3
CCOc1ccccc1NC(=O)CSc1nccn1-c1ccccc1	2	-1	6	0.4	-17	0	-0.6	105	2	-1
O=C(COc1ccccc1)NCC(c1ccco1)N1CCCCC1 (stereo unspecified)	-8	-5	8	0.1	1	3	0.8	96	8	1
COc1cc(/C=C(\C#N)C(=O)NC2CCCCC2C)ccc1OS(=O)(=O)c1ccc(C)cc1 (stereo unspecified)	-4	1	38*	0.2	-2	2	-1.1	100	16	2
COC(=O)[C@]12CCCCC=C1N(Cc1ccccc1)C(=O)[C@H](CC(=O)N1CCCCC1)C2	/	-5	-1	-0.4	-2	/	/	94	/	/
CCOC(=O)N1CCN(C(=O)c2ccc(Cl)c(S(=O)(=O)N3CCOCC3)c2)CC1	2	-12	1	0.0	-1	-7	-0.8	94	1	1
C#CCN(C(=O)c1ccc(OC2CCN(C(=O)CCOC)CC2)cc1)C1CCCCC1	1	-5	4	0.0	3	-5	-0.1	96	4	1
Cc1ccc(NC2c3ncccc3C(=O)N2c2ccccc2C)cc1C (stereo unspecified)	2	11	-2	-0.2	4	12	-0.2	101	0	-1
CC(C)CNc1oc(-c2ccco2)nc1C#N	1	-5	-6	0.5	-1	-2	-1.2	98	-2	-1
O=C(CSc1cccc2cccnc12)Nc1ccc(S(=O)(=O)N2CCOCC2)cc1	3	7	-11	-0.1	0	-2	-4.1	93	4	10
CN1CCN(C(=O)c2ccccc2-c2nc(-c3ccccc3)no2)CC1	2	6	2	0.0	0	6	-0.7	96	1	1
CCC(C)c1ccc(NC(=O)CSc2nncn2N)cc1 (stereo unspecified)	2	-3	1	0.0	-3	1	0.9	93	3	0

Molecules from the list above containing two or more sulfur atoms:
SMILES	TLR9-MyD88 block	NOD2 RIPK2 PPI	ABHD5-PLIN5 inh	aDG glyco up	Granule exo inh	Vif imaging	MC4R ag barr	ABCB6 inh MLPCN	MC4R antag cAMP	N-glyco inh
c1ccc(SSc2ccccc2)cc1	0	-6	-1	-0.1	14	-6	0.5	104	-14	4
C[C@H](CO)N1C[C@H](C)[C@@H](CN(C)S(=O)(=O)c2cccs2)Oc2c(NC(=O)CCC(F)(F)F)cccc2C1=O	5	-12	13	-0.3	0	10	-1.5	109	7	-1
CC1(C(=O)NCc2ccccc2)CN(S(C)(=O)=O)CC(=O)N1Cc1cccs1 (stereo unspecified)	/	-14	6	-0.1	-3	/	/	/	/	/
Cc1nc(CNS(=O)(=O)c2ccc(Oc3ccccc3)cc2)cs1	-12	-8	1	1.9	-3	-9	-0.5	94	0	-4
CCSc1nnc(NC(=O)Cc2ccc(OC)c(OC)c2)s1	-13	0	5	-0.1	0	21	-2.4	102	2	3
Cc1ccccc1CSCCNC(=O)c1ccc(N(C)S(=O)(=O)c2ccccc2)cc1	-1	0	10	-0.1	6	-2	2.1	94	10	-1
O=C(CSc1cccc2cccnc12)Nc1ccc(S(=O)(=O)N2CCOCC2)cc1	3	7	-11	-0.1	0	-2	-4.1	93	4	10

Next section.
SMILES	TLR9-MyD88 block	NOD2 RIPK2 PPI	ABHD5-PLIN5 inh	aDG glyco up	Granule exo inh	Vif imaging	MC4R ag barr	ABCB6 inh MLPCN	MC4R antag cAMP	N-glyco inh
Clc1ccc(-c2nnc(-c3ccc(Br)o3)o2)c(Cl)c1	-8	-20	-1	-0.1	-6	2	1.8	104	17	-4
Cc1nc2ccccc2c2oc(C(=O)Nc3ccc4c(c3)OCCO4)cc12	-6	1	3	-0.2	8	-2	4.0	104	12	-5
CCCN1C(=O)/C(=C/c2ccco2)SC1=Nc1ccc(OC)cc1	-3	-4	2	-0.2	-1	1	-0.5	99	10	-1
COc1ccccc1C(c1nnnn1C(C)(C)C)N1CCN(Cc2ccccc2)CC1 (stereo unspecified)	-3	16	0	0.1	-3	/	-0.7	84	2	-5
N#Cc1nc(COc2ccccc2)oc1N1CCN(c2cccc(Cl)c2)CC1	-12	-5	2	-0.1	0	8	0.7	148	11	0
CC(C)(C)N(NC(=O)Nc1ccccc1)C(=O)c1ccccc1Cl	4	1	-6	0.0	1	7	0.7	103	7	1
O=C1NCCN1CCNS(=O)(=O)c1cc(C(F)(F)F)cc(C(F)(F)F)c1	7	-5	2	0.8	0	5	-2.6	100	9	1
COC(=O)c1cnc(Nc2nc(C(N)Cc3ccccc3)cs2)nc1C(F)(F)F (stereo unspecified)	/	-1	15	1.3	-5	1	0.4	100	-2	3
O=C(O)[C@H](O)[C@@H](O)C(=O)O	5	2	0	-0.3	4	5	-1.9	102	7	2
CC(C)c1ccc(N2C(=NC(=O)C3CC3)SC3CS(=O)(=O)CC32)cc1 (stereo unspecified)	9	-7	2	0.6	-8	22	1.1	105	14	-1
CC(=O)c1cc(CCC(=O)NC2CCCCCC2)oc1C	5	-6	-5	0.0	3	0	2.2	170	-7	-1
CCN(CC(=O)Nc1ccccc1C(F)(F)F)C(=O)CSCc1ccc(C)cc1	-1	-11	-7	-0.2	2	-1	-1.4	101	4	-3
CC/C(=N\NC(=S)Nc1ccc(OC)cc1)c1ccc(OC(F)F)cc1	-3	3	-26	0.2	-2	-1	2.0	99	10	4
CCOc1cc(C(=S)N2CCCC2)ccc1OCc1ccccc1	-6	-3	9	-0.1	5	-13	-0.7	101	-2	-1
O=C(NNS(=O)(=O)c1ccccc1)c1sccc1-n1cccc1	-1	5	1	-0.2	0	-2	-1.2	101	11	-1

Screening results deposited in PubChem BioAssay by several laboratories.
